Rab7 wt GTP bind = dog Rab7 wildtype GTP binding, inhibitors and activators | GST-Rab7 beads, fluorescent GTP binding, flow cytometry; actives lie on both sides; untreated = 100%, excess cold GTP = 0% | GTP binding activity (percent of control), % at 10 µM | 190,000 compounds, 0.055% hits;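 active means fluorescent GTP binding to Rab7 beads changed by at least 20 points from the 100% baseline, either direction, mostly lower; inconclusive means compound itself probably fluorescent, or too few beads counted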;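 further: median green fluorescence of bound Bodipy-FL-GTP per Rab7 bead population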
Cdc42 wt = modulators (inhibitors or activators) of GTP binding to human Cdc42 wildtype. GST-Cdc42 beads, Bodipy-GTP binding, flow cytometry; actives lie on both sides. P60953. AID 761. percent activity (GTP binding), % at 10 µM. 190,000 compounds, 0.2% hits;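 active means percent activity GTP binding at least 20 points away from the 100% baseline, either down as inhibitor or up as activator; inconclusive means compound flagged as likely green fluorescent from well-wide comparison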;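 further: median bead fluorescence of bound Bodipy-FL-GTP at 100 nM; 0% = excess unlabeled GTP control and 100% = no compound control; below 100% means less GTP binding so inhibitor and above means activator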
Target sequence (P60953 whole entry, looked up): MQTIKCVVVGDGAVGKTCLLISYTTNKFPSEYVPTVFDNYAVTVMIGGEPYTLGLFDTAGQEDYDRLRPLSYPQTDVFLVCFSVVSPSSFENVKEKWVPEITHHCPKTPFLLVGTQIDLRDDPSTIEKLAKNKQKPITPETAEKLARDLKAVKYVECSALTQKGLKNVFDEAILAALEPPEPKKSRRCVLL
Rac1 wt GTP bind = modulators of human Rac1 wildtype GTP binding | P63000 | GST-Rac1 beads, fluorescent GTP binding, flow cytometry; actives lie on both sides; 0 = cold GTP competed, 100 = untreated | GTP binding activity (% of control), % at 10 µM | 190,000 compounds, 0.27% hits;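 active means GTP binding activity at least 20 points away from the 100% control level, either lower or higher; inconclusive means compound flagged as likely green fluorescent, judged across all proteins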
HRas wt GTP = modulators of GTP binding to human HRas wildtype | P01112 | GST-Ras wt beads, Bodipy-FL-GTP binding, flow cytometry; actives lie on both sides | GTP binding activity, % at 10 µM | 190,000 compounds, 0.14% hits;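 active means GTP binding activity at least 20% away from the 100% baseline, either lowered as inhibitor or raised as activator; inconclusive means flagged as likely green fluorescent, judged across all proteins in the well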;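 further: 0% = unlabeled GTP competition control and 100% = no-compound control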
Target sequence (P01112 whole entry, looked up): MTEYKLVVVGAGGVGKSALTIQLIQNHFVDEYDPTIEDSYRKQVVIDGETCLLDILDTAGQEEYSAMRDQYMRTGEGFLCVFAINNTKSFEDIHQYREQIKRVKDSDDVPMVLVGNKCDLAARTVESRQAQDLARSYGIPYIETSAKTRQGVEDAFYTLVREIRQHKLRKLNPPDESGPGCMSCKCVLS
Pf gamet viab = kills late stage P. falciparum gametocytes; P. falciparum stage V gametocytes, ATP luminescence, 24 h; inhibition, % at 10.9 µM; 150,000 compounds, 0.065% hits; AID 743093;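 active means inhibition above the mean plus 3 SD of compounds within the control limits, set per campaign, cut at about 38% in these data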;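 further: 0% = DMSO wells and 100% = medium only without gametocytes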
ABCB1 inh = inhibitors of human ABCB1 transporter, ABCG2 counter-screen. inhibition, % at 6.6 µM. P08183. CCRF-Adr cells, JC-1 efflux, flow cytometry. 190,000 compounds, 0.067% hits; in the data active means inhibition above about 40%;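 further: 0% = vehicle and 100% = reference inhibitor; higher value means more JC-1 retained so stronger ABCB1 efflux block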
Avidin bead fluor = avidin bead compound fluorescence profile | Avidin beads, compound fluorescence 488/530 nm, flow cytometry; hits give high values | fluorescence (KMESF) at 10 µM | 220,000 compounds, 0.38% hits | AID 1775; in the data active means fluorescence above about 47; further: inactives centre near 10
Rac1 act GTP bind = alters GTP binding to activated mutant human Rac1. P63000. GST-Rac1 activated beads, fluorescent GTP binding, flow cytometry; actives lie on both sides; 100% means binding = to untreated wells. percent activity (GTP binding), % at 10 µM. 190,000 compounds, 0.11% hits. AID 764;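 active means GTP binding at least 20 percentage points away from the 100% baseline, in either direction, so actives lie on both sides; inconclusive means Compound likely fluorescent itself, or too few beads counted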
GSH fluor = compound fluoresces at 488/530 nm on GSH beads; AID 1776; GSH beads flow cytometry, compound fluorescence 488/530 nm; hits give high values; fluorescence (KMESF) at 10 µM; 190,000 compounds, 0.25% hits; in the data active means fluorescence above about 89;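 further: glutathione beads carrying GST-tagged Bcl family fusion proteins plus one bare bead set; values are compound well signal with DMSO vehicle wells as background; inactives centre near 16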
Rab2A wt mod = changes GTP binding to wildtype dog Rab2A, up or down; GST-Rab2 wt beads, Bodipy-GTP binding, flow cytometry; P61105; 190,000 compounds, 0.19% hits; GTP binding activity, % at 10 µM;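 active means GTP binding activity at least 20 points away from 100%, either lowered or raised; inconclusive means signal likely due to the compound's own green fluorescence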;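 further: 0% = beads with excess unlabeled GTP and 100% = no-compound control corrected for plate trend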
ABCG2 block = blocks JC-1 efflux by human ABCG2 transporter; AID 1325; 190,000 compounds, 0.1% hits; IgMXP3 cells, flow cytometry; Q9UNQ0; inhibition, % at 6.6 µM;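 active means inhibition above 80%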;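 further: 0% = DMSO and 100% = nicardipine control wells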
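Read-out basis: Efflux inhibition in percent versus controls | Test system: ABCG2 IgMXP3 and barcoded ABCB1 CCRF-Adr cell mix | Quantity: 3 million cells/mL in well | Schedule: 10 min at 25 °C | Control set: Nicardipine as high control, DMSO as low control | Reagent: JC-1 as fluorescent efflux pump substrate | Signal: Flow cytometry of retained JC-1 fluorescence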
* = called active by the depositor; ? = inconclusive; / = no result given.

SMILES	Cdc42 wt	ABCB1 inh	Rab2A wt mod	HRas wt GTP	Avidin bead fluor	Pf gamet viab	Rab7 wt GTP bind	Rac1 act GTP bind	Rac1 wt GTP bind	ABCG2 block	GSH fluor
COC(=O)CCC(=O)NC(=S)Nc1ccc(S(=O)(=O)N2CCCC2)cc1	97	0.3	98	98	7	2	107	95	105	2	19
CCCC12CN3CCN(CC(C3)/C1=N\NC(=O)c1ccccc1N)C2	101	0.2	100	102	11	/	100	100	103	1	11
CCCn1c(=O)c2c(nc(Br)n2CCC)n(C)c1=O	98	1.0	98	97	22	/	95	95	95	9	13
C=CCSc1nnc(-c2cc(Br)ccc2N)c(=O)[nH]1	103	0.5	100	99	23	/	99	98	103	7	15
Cc1ccc(Cn2ncn3c(cc4ccccc43)c2=O)cc1	97	-0.1	98	97	9	/	98	96	97	3	33
Cc1ccc2c(c1)sc1nc(=O)n(-c3cccc(Cl)c3)c(=O)n12	98	0.9	95	98	25	6	94	98	97	5	10
CCOC(=O)C(NC(=O)C1CCCN1C(=O)OCc1ccccc1)C(=O)OCC (stereo not given)	101	0.4	95	96	25	29	97	96	101	2	14
CNc1[nH]ncc1[N+](=O)[O-]	92	0.2	97	97	25	-4	101	96	95	-1	10
CCOC(=O)c1csc(NC(=O)C(C)(C)C)n1	105	0.6	103	103	8	/	102	102	115	3	21
CC(NC(=O)CCSc1nc(-c2ccco2)cc(C(F)(F)F)n1)c1ccccc1 (stereo not given)	104	0.2	100	102	13	7	100	102	104	1	13
Cc1ccc(Nc2nc3nonc3[nH]c2=O)cc1Cl	96	-1.3	94	95	7	/	94	94	99	-5	20
CCOC(=O)c1csc(NC(=O)c2ccc(S(=O)(=O)N3CCCC3)cc2)n1	104	0.4	100	102	16	19	100	103	105	6	9
Nc1ccc(-n2nncc2-c2ccco2)cc1	104	0.6	99	100	32	/	100	100	107	17	25
COc1ccc(N2CCN(C(=O)Nc3ccccc3Cl)CC2)cc1	96	0.5	99	97	6	/	101	93	91	1	12
CCOC(=O)N1CCN(C(=O)CSc2nc3c(cnn3-c3ccc(Cl)cc3)c(=O)[nH]2)CC1	99	0.3	95	98	7	/	95	97	105	1	25
O=C(CSc1ncn[nH]1)Nc1ccc(Br)cc1F	97	-0.1	94	97	7	/	95	96	99	0	6
CCC(Sc1nc2sc(C(=O)OC)c(C)c2c(=O)n1N)C(=O)NCC1CCCO1 (stereo not given)	100	1.1	99	99	25	0	100	97	98	4	14
O=C(Cc1ccc(F)cc1)Nc1cccc(-c2ccc3nncn3n2)c1	94	-0.2	97	96	10	1	104	94	93	2	12
CCn1ccnc1[C@@H]1C[C@H]2CN(Cc3cccc(Cl)c3)C(=O)[C@]23CCCN13	97	1.8	100	101	14	4	97	97	99	6	15
Cc1ccc(-n2nnc3c(=O)n(Cc4ccccc4C)cnc32)cc1	101	0.1	101	98	7	/	101	100	102	0	27
CC(=O)c1cccc(NC(=S)Nc2ccn(Cc3cccc4ccccc34)n2)c1	95	0.4	98	98	10	26	96	96	98	14	16
CC(C)C(=O)Nc1ccc(C(=O)N/N=C/C2CC3C=CC2C3)cc1 (stereo not given)	?	/	?	?	3	-1	?	?	?	/	12
CC(NC(=O)Cn1cc(C(=O)C2CC2)c2ccccc21)c1ccccc1 (stereo not given)	107	0.7	103	102	13	-15	103	99	107	19	26
O=C(O)[C@H](CSCc1ccccc1)NS(=O)(=O)c1ccc(F)cc1	93	-0.6	97	99	9	-8	98	98	97	-4	12
Cc1cccc(C)c1NC(=O)COc1ccc2c(C)c(Cc3ccccc3)c(=O)oc2c1	100	0.9	99	100	12	7	101	98	101	10	21
O=C(CCCN1C(=O)c2ccccc2C1=O)Nc1nccs1	106	-0.2	103	103	8	6	105	101	112	2	61
O=C1CC(c2ccco2)CC(O)=C1C=NCCN1CCN(C(=O)Nc2ccc(Cl)cc2)CC1 (stereo not given)	97	0.2	97	98	4	-1	92	97	102	4	11
Cc1cccc(NC(=O)CC2SC(=O)N(c3ccccc3)C2=O)c1 (stereo not given)	99	0.2	99	99	7	/	100	97	102	3	11
CCOc1ccc2ccccc2c1/C=N\NC(=O)OC	99	0.6	101	101	12	-25	100	100	102	12	15
O=S(=O)(Nc1ccc2c(c1)nc1n2CCOC1)c1ccccc1	97	-2.7	97	97	16	6	94	94	94	-1	24
Cc1cccc(/C(N)=N/OC(=O)c2ccc(Cl)cc2Cl)c1	100	0.3	97	100	16	-1	100	97	103	0	8
COc1cccc2oc(-c3ccco3)cc(=O)c12	103	-0.4	94	98	9	-32	92	97	105	1	15
O=C(O)CNC(=O)c1nc(-c2ccccc2)n(-c2ccccc2)n1	102	0.2	100	102	15	-25	97	99	104	3	16
Cc1nn(C(=O)Cn2ccc([N+](=O)[O-])n2)c(C)c1Br	101	0.8	103	101	9	-5	97	98	99	3	18
O=S(=O)(/C=C/c1ccccc1)N1CCN(c2ccccc2)CC1	96	0.1	95	98	32	-15	97	94	99	2	10
O=C(Cn1c(=O)oc2cc(S(=O)(=O)N3CCCC3)ccc21)Nc1ccc(C(F)(F)F)cc1	99	-0.3	101	101	13	/	100	100	101	3	23
O=C(Oc1ccc(-c2cnc3ccccc3n2)cc1)c1cc([N+](=O)[O-])ccc1Cl	105	0.9	101	105	10	-16	102	99	110	21	19
COc1ccc(-c2nc(CN3CCN(c4ccccc4OC)CC3)c(C)o2)cc1	99	2.6	102	103	10	2	106	96	100	6	24
O=C(CSc1nnnn1-c1ccccc1)Nc1nsc(-c2ccccc2)n1	99	-0.1	99	97	4	9	98	97	100	0	29
O=c1cc(O)nc(SCc2ccccc2)n1-c1ccc(Cl)cc1	96	-0.3	97	93	8	-17	102	94	95	-1	15

Limited to Rab2A wt mod, Rab7 wt GTP bind and ABCB1 inh, for 4 of the compounds above:
structure	Rab2A wt mod	Rab7 wt GTP bind	ABCB1 inh
Cc1cccc(NC(=O)CC2SC(=O)N(c3ccccc3)C2=O)c1 (stereo not given)	99	100	0.2
CCOc1ccc2ccccc2c1/C=N\NC(=O)OC	101	100	0.6
O=S(=O)(Nc1ccc2c(c1)nc1n2CCOC1)c1ccccc1	97	94	-2.7
Cc1cccc(/C(N)=N/OC(=O)c2ccc(Cl)cc2Cl)c1	97	100	0.3

Four of these compounds, reformatted.
Results follow in this order: Cdc42 wt	ABCB1 inh	Rab2A wt mod	HRas wt GTP	Avidin bead fluor	Pf gamet viab	Rab7 wt GTP bind	Rac1 act GTP bind	Rac1 wt GTP bind	ABCG2 block	GSH fluor
- CCOC(=O)C(NC(=O)C1CCCN1C(=O)OCc1ccccc1)C(=O)OCC (stereo not given)
→ 101	0.4	95	96	25	29	97	96	101	2	14
- CNc1[nH]ncc1[N+](=O)[O-]
→ 92	0.2	97	97	25	-4	101	96	95	-1	10
- CCOC(=O)c1csc(NC(=O)C(C)(C)C)n1
→ 105	0.6	103	103	8	/	102	102	115	3	21
- CC(NC(=O)CCSc1nc(-c2ccco2)cc(C(F)(F)F)n1)c1ccccc1 (stereo not given)
→ 104	0.2	100	102	13	7	100	102	104	1	13

Among those listed so far, these contain a COOH group:
SMILES	Cdc42 wt	ABCB1 inh	Rab2A wt mod	HRas wt GTP	Avidin bead fluor	Pf gamet viab	Rab7 wt GTP bind	Rac1 act GTP bind	Rac1 wt GTP bind	ABCG2 block	GSH fluor
O=C(O)[C@H](CSCc1ccccc1)NS(=O)(=O)c1ccc(F)cc1	93	-0.6	97	99	9	-8	98	98	97	-4	12
O=C(O)CNC(=O)c1nc(-c2ccccc2)n(-c2ccccc2)n1	102	0.2	100	102	15	-25	97	99	104	3	16
